CCR6 antagonist: CCR6 (human) receptor antagonism; P51684; CHO-K1 CCR6 PathHunter beta-arrestin, luminescence, CCL20-stimulated; inhibition, % at 20 µM; 340,000 tested, 0.49% active; AID 493098;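 active means compounds whose inhibition of the agonist-driven luminescence signal at 20 µM reaches about 50%, limit read from the data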;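 further: cells stimulated with CCL20 at 14 nM final; plate controls were DMSO with CCL20 for no effect and DMSO without agonist for full effect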
Target sequence (P51684 whole entry, looked up): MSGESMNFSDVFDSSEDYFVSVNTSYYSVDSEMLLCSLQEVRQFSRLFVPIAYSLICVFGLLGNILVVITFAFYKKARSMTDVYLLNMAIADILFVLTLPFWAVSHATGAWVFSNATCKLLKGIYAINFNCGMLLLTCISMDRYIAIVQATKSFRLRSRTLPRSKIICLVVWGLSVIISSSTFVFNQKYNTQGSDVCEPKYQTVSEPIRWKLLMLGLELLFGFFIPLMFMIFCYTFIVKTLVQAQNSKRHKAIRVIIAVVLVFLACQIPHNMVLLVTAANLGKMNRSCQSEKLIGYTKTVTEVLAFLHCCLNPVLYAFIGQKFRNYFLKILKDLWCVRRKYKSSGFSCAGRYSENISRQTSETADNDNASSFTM
Gli-Sufu block: Gli-Sufu pathway antagonism; Sufu-KO-LIGHT fibroblasts, Gli luciferase reporter luminescence; inhibition, % at 5 µM; 340,000 tested, 0.74% active; AID 588413;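 active means inhibition above about 55%, limit read from the data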;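 further: 0% = DMSO-treated cells and 100% = wells with medium but no cells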
697 NFkB inh: inhibitors of the PMA/ionomycin-induced NF-kB reporter in 697 B cells; inhibition, % at 4 µM; 330,000 tested, 0.33% active; AID 435022; 697 B-cell NF-kB luciferase reporter, 16 h; in the data active means inhibition above about 35%
EBI2 antag: EBI2 (human) antagonism. P32249. EBI2 beta-arrestin recruitment, luminescence, 7a,25-OHC stimulated. inhibition, % at 5 µM. 360,000 tested, 0.81% active; in the data active means inhibition above about 38%;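 further: enzyme fragment complementation signal reports receptor beta-arrestin coupling in cells; 0% = agonist plus DMSO wells and 100% = wells without agonist; some results beyond the cut were filed as inactive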
Target sequence (P32249 whole entry, looked up, the tested form may be a part): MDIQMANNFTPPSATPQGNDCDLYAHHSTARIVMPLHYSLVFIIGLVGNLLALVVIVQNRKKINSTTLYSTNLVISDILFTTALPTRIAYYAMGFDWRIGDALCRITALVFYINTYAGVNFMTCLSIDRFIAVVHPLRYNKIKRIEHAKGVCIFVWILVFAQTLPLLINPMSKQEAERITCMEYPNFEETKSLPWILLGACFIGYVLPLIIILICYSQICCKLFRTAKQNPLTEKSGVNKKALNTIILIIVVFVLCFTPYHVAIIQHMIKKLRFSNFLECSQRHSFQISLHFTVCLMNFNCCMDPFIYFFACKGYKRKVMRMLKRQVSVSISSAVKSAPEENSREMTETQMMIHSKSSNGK
Apaf-1 inh: human Apaf-1 inhibition | O14727 | reconstituted apoptosome caspase-3 activity, DEVD-Rh110 fluorescence | inhibition, % at 20 µM | 330,000 tested, 0.71% active | AID 489030; active means inhibition of at least 40% at 20 µM;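 further: plate controls were DMSO wells for no effect and DEVD-CHO caspase inhibitor wells for full effect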
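Assay system – apoptosome proteins · Medium – Hepes buffer, pH 7.5 · Also added – cytochrome c with DEVD-Rh110 · Timing – 30 min compound preincubation, 50 min activation, room temperature · Detection – Rh110 fluorescence, excitation 480 nm, emission 540 nm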
Jurkat NFkB inh: inhibitors of the PMA/ionomycin-induced NF-kB reporter in Jurkat cells; PMA/ionomycin-induced NF-kB luciferase reporter, luminescence; 330,000 tested, 0.53% active; inhibition, % at 4 µM; AID 435003
UBC13 polyUb: human UBC13 polyubiquitination inhibition; P61088; UBC13 polyubiquitin chain formation, TR-FRET; inhibition, % at 20 µM; 330,000 tested, 0.47% active; AID 485273; in the data active means inhibition above about 45%, passing the limit was not always enough
SENP8 inh: SENP8 protease inhibition; Q96LD8; purified SENP8, Z-RLRGG-aminoluciferin cleavage, luminescence; inhibition, % at 10 µM; 330,000 tested, 1.2% active
Target sequence (Q96LD8 whole entry, looked up): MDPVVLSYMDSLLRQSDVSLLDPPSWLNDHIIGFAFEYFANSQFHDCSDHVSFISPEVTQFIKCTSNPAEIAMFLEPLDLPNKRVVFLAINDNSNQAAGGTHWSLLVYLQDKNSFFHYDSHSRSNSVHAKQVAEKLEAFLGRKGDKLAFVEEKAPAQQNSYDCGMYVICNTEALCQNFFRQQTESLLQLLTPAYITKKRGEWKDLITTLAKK
The depositor's hits bear a star. Unless noted, no stated cut-off is given here; in the data, active means inhibition above about 50%; inactive means the rest. These rows are one share of the data (hit frequency here may not be typical).

entry	Compound	CCR6 antagonist	Gli-Sufu block	697 NFkB inh	EBI2 antag	Apaf-1 inh	Jurkat NFkB inh	UBC13 polyUb	SENP8 inh
1	Cc1ccc(N2C(=O)/C(=C/c3cccnc3)SC2=S)cc1	7	2	-34	4	7	-28	-14	-4
2	CC(C)Oc1ccc(C2CC(=O)N(C)C2=O)cc1 (stereo unspecified)	7	-1	5	3	-8	5	2	5
3	COc1ccccc1NC(=O)c1ccc2c(c1)N(CC(=O)NC(C)C)C(=O)C(C)(C)O2	10	-18	18	0	-13	-5	5	-5
4	COc1ccccc1NS(=O)(=O)c1cc(NC(=O)c2ccco2)ccc1N1CCOCC1	4	19	-14	3	2	-10	-8	-4
5	COc1ccc(C(=O)Nc2nnc(Cc3ccc(OC)c(OC)c3)s2)cc1	-6	-3	-19	1	7	6	-5	-7
6	Cc1ccc(OCCCC(=O)Nc2ccc3c(c2)OCO3)cc1	13	41	-57	-2	-27	-13	-4	-2
7	O=C(O)Cc1ccc(S(=O)(=O)Nc2ccccc2C(=O)O)cc1	3	10	9	-6	-21	-1	12	-3
8	COc1ccc2nc(SCC(=O)N(C)CC(=O)Nc3ccc(F)cc3)[nH]c2c1	14	-5	18	-10	-7	16	7	-1
9	N#Cc1c(NC(=O)c2cc([N+](=O)[O-])ccc2N2CCOCC2)sc2c1CCCC2	27	-6	8	29	10	-4	-30	-13
10	COCCSc1nnc(NC(=O)COc2ccc3c(c2)OCO3)s1	9	-25	5	-19	2	8	-1	0
11	CCOC(=O)c1cc2n(c1/N=C/N(C)C)-c1ccccc1C2=O	8	-1	10	-12	1	-9	-1	4
12	Cc1cccc(-c2noc(CCCC(=O)N3CCOCC3)n2)c1	-15	-5	-6	-3	-9	-2	-11	-11
13	CC1(C)Oc2ccc(C(=O)NC3CCCC3)cc2N(CC(=O)N2CCOCC2)C1=O	0	6	19	3	-7	5	5	-3
14	CSc1cccc(NC(=O)CSc2ccc(Cl)cc2)c1	17	-9	11	-7	13	-9	7	-7
15	CCCc1ccc(OCc2ccc(C(=O)N/N=C/c3cccc([N+](=O)[O-])c3)o2)c(OC)c1	8	-32	-17	-15	9	-2	-14	-2
16	CCN(CC)c1ccc(S(=O)(=O)N2CCCCC2)cc1NC(=O)CN1C(=O)NC2(CCCC2)C1=O	27	-4	-18	-4	15	12	2	0
17	CCOC1(OCC)N=C(N)C2(C#N)C(c3ccc(NC(C)=O)cc3)C12C#N (stereo unspecified)	5	27	0	-8	11	-5	-5	-2
18	O=c1c2ccccc2nc(SCc2ccccc2Cl)n1Cc1ccccc1	9	7	-6	1	13	-1	6	1
19	CCOC(=O)c1ccc(CNC(=O)c2cc(C(C)(C)C)oc2C)o1	6	5	1	-18	17	-6	-2	1
20	CCC(=O)N=C1SC2CS(=O)(=O)CC2N1c1cccc(OC)c1 (stereo unspecified)	-4	30	14	-7	2	2	8	7
21	CC(C)(C)C(=O)CN1C2=NCCCN2c2ccccc21	6	2	3	-1	-2	1	-1	6
22	CC(C)NC(=O)N(Cc1ccccc1)Cc1cccs1	16	-6	8	7	-2	-2	2	-1
23	Cc1ccc(C2c3[nH]c4ccccc4c3C[C@H]3C(=O)N(c4ccccc4C(=O)N4CCC(C(=O)O)CC4)C(=O)N23)cc1 (stereo partly specified)	-5	6	7	-5	5	-4	0	-8
24	NC(=O)c1ccsc1NC(=O)CSc1nnc(NC2CC2)s1	-4	0	12	2	-6	10	9	2
25	COc1cc(SC)ccc1C(=O)Nc1ccc2ncccc2c1	2	-159	-383	6	5	-206	9	88*

Some entries already given, reduced to Jurkat NFkB inh, SENP8 inh and 697 NFkB inh.
entry | canonical_smiles | Jurkat NFkB inh | SENP8 inh | 697 NFkB inh
21 | CC(C)(C)C(=O)CN1C2=NCCCN2c2ccccc21 | 1 | 6 | 3
22 | CC(C)NC(=O)N(Cc1ccccc1)Cc1cccs1 | -2 | -1 | 8
23 | Cc1ccc(C2c3[nH]c4ccccc4c3C[C@H]3C(=O)N(c4ccccc4C(=O)N4CCC(C(=O)O)CC4)C(=O)N23)cc1 (stereo partly specified) | -4 | -8 | 7

Entries of single compounds, quoted from the list:
CCOC1(OCC)N=C(N)C2(C#N)C(c3ccc(NC(C)=O)cc3)C12C#N (stereo unspecified) in the list: CCR6 antagonist = 5; Gli-Sufu block = 27; 697 NFkB inh = 0; EBI2 antag = -8; Apaf-1 inh = 11; Jurkat NFkB inh = -5; UBC13 polyUb = -5; SENP8 inh = -2
CCN(CC)c1ccc(S(=O)(=O)N2CCCCC2)cc1NC(=O)CN1C(=O)NC2(CCCC2)C1=O in the list: CCR6 antagonist = 27; Gli-Sufu block = -4; 697 NFkB inh = -18; EBI2 antag = -4; Apaf-1 inh = 15; Jurkat NFkB inh = 12; UBC13 polyUb = 2; SENP8 inh = 0

More results
entry	Compound	CCR6 antagonist	Gli-Sufu block	697 NFkB inh	EBI2 antag	Apaf-1 inh	Jurkat NFkB inh	UBC13 polyUb	SENP8 inh
26	O=C(Cc1ccc(-c2ccccc2)cc1)NC(c1ccccc1)c1ccccc1	-5	-3	-39	41	22	-26	-6	-9
27	Cc1ccc(-c2nnc(OCCN3CCOCC3)c3ccccc23)cc1	3	5	4	-1	2	15	5	-4
28	Cc1ccc(NC(=O)c2ocnc2C)cc1Cl	-4	-21	-66	-8	-27	-100	4	61*
29	Cc1ccc(NC(=O)CC2Oc3ccccc3NC2=O)c(C)c1 (stereo unspecified)	-5	1	12	-9	6	3	-2	-1
30	CCCCN(C)CCn1c(=S)[nH]c2ncccc2c1=O	-12	6	5	-7	0	4	4	4
31	Cc1ccc(CNC(=O)Cn2c(=O)c3sccc3n(Cc3ccc([N+](=O)[O-])cc3)c2=O)cc1	-12	2	-4	16	-15	3	-2	-1
32	Cc1ccc(/C=C2\SC(=S)N(CCC(=O)NNC(=O)c3ccccc3O)C2=O)cc1	22	-20	13	-1	4	16	-12	4
33	COc1ccc(C(CCN)c2ccc3c(c2)OCO3)cc1 (stereo unspecified)	6	3	-29	-2	14	5	6	12
34	CCOc1ccc(NC(=O)CNc2ccc(C)cc2Cl)cc1	6	-18	17	4	6	7	6	-1
35	N#CC1=C(N)Oc2c(ccc3ccccc23)C1c1ccsc1 (stereo unspecified)	16	-38	-97	14	29	-8	-10	9
36	Nc1nc2n[nH]nc2c(=O)[nH]1	-11	43	-52	4	-12	64*	-2	-6
37	Cc1ccc(Nc2nc3ccc(Cl)cc3n3cnnc23)cc1F	-2	16	16	-6	26	16	-9	-1
38	Cc1ccc(-c2cc(C(F)F)n3ncc(C(=O)N4CCN(c5cccc(C)c5C)CC4)c3n2)cc1	0	4	-2	18	11	11	-3	3
39	Cc1cccc(NC(=O)C2CCCN2C(=O)Oc2ccccc2)c1C (stereo unspecified)	8	-2	7	-5	-4	-2	0	-6
40	CNC(=O)C1CC(=O)N(Cc2ccc3c(c2)OCO3)C(=Nc2ccc(F)cc2)S1 (stereo unspecified)	9	-1	-1	-1	-5	-12	5	10
41	CSc1nnc2c(n1)c(C)nn2-c1ccc(C)cc1	-5	-17	-41	7	-14	-51	-6	4
42	C/C(=N\Nc1ccc(C(=O)O)cc1)c1ccc(-n2ccnc2)cc1	9	-44	-110	0	-3	-33	-6	-14
43	CC(=O)N1CC[n+]2c(-c3ccc(Cl)cc3)csc21	-15	6	8	23	-9	-5	2	-2
44	CCOC(=O)CNC(=O)C(CC(N)=O)NC(=O)OC(C)(C)C (stereo unspecified)	10	-5	-3	-4	-2	-11	-10	-7
45	Cc1ccc(CN2CCN(/N=C/c3ccc(C(F)(F)F)cc3)CC2)c(C)c1	-2	3	-3	-4	6	-18	-4	-9
46	COc1cc(NC(=O)C2CC3CCC2C3)c(OC)cc1Cl (stereo unspecified)	10	8	9	1	0	7	6	3
47	C=CCn1c(Br)nc2c1c(=O)n(C)c(=O)n2C	3	-5	7	7	-9	13	-3	-1
48	COCC(=O)Nc1nc2n(n1)C(c1ccccc1Cl)CC(c1ccc(OC)cc1)N2 (stereo unspecified)	16	1	13	-3	-13	14	8	6
49	COc1ccc(N2C(=O)C3C4c5ccccc5C(C=Nc5ccc(C)cc5C)(c5ccccc54)C3C2=O)cc1 (stereo unspecified)	3	-13	-8	-3	10	-2	-15	0
50	O=C(Nc1cccc(S(=O)(=O)N2CCCC2)c1)c1ccco1	4	-1	12	0	-12	1	6	4
51	Cc1ccc(NC(=O)C(C)Sc2nnc(C)n2C2CC2)cc1S(=O)(=O)N1CCOCC1 (stereo unspecified)	-3	-4	-1	-5	-9	2	2	1
52	COc1cc(NC(=O)c2cc(CC(C)C)on2)c(OC)cc1Cl	15	-11	0	8	18	-19	2	-6
53	C#CCN1C(=O)S/C(=C\c2ccc(N3CCOCC3)cc2C)C1=O	20	-17	-110	4	-16	-72	-11	0
54	COc1ccc(NC(=O)CCC(=O)OCC(=O)c2ccc(Oc3ccc([N+](=O)[O-])cc3)cc2)cc1	9	-3	-7	-2	3	-1	-12	-3
55	Cc1csc(=O)n1CC(=O)OCC(=O)Nc1ccc(C(N)=O)cc1	15	-33	20	-5	-3	-6	1	2
56	O=[N+]([O-])c1cccc(NN=Nc2ccccc2)c1	23	28	-57	-18	13	-70	-3	70*
57	COc1cc(CCC(=O)Nc2ccc(S(=O)(=O)N3CCCC3)cc2)cc(OC)c1OC	-5	-2	15	1	-3	-13	1	1
58	CCCOC(=O)c1c(NC(=O)c2cnn3c2NC(c2ccccc2)CC3C(F)(F)F)sc2c1CCCC2 (stereo unspecified)	9	-10	-7	-7	-8	6	-8	-1
59	Cc1c(NS(=O)(=O)c2cccc(C(=O)OCC(=O)N(C)C3CCCCC3)c2)c(=O)n(-c2ccccc2)n1C	6	-7	5	2	6	-19	-20	-7
60	O=C(CCC(=O)OCC(=O)c1ccc(C(F)(F)F)cc1)OCC(=O)c1ccc(C(F)(F)F)cc1	3	3	17	4	-17	2	-13	-13
61	CC(=O)Oc1ccc(C)cc1N1C(=O)c2ccc(C(=O)O)cc2C1=O	-9	4	0	-15	-11	6	3	-3

A few values from the results shown.
Cc1c(NS(=O)(=O)c2cccc(C(=O)OCC(=O)N(C)C3CCCCC3)c2)c(=O)n(-c2ccccc2)n1C – 697 NFkB inh = 5
Cc1csc(=O)n1CC(=O)OCC(=O)Nc1ccc(C(N)=O)cc1 – Apaf-1 inh = -3
COc1ccc(NC(=O)CCC(=O)OCC(=O)c2ccc(Oc3ccc([N+](=O)[O-])cc3)cc2)cc1 – SENP8 inh = -3

Screening data from PubChem BioAssay.
